RPL19A-GFP yeast: yeast TOR pathway RPL19A-GFP modulation; percent response vs DMSO, % at 10 µM; S. cerevisiae RPL19A-GFP strain, flow cytometry, 3 h; stronger effect = lower value; AID 2025; 330,000 compounds, 0.3% hits;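 active = percent response vs DMSO below 50%; inconclusive = fewer than 70 events counted for the yeast strain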;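 note: median channel GFP fluorescence of the barcoded RPL19A-GFP strain; ratio of sample median GFP to plate DMSO average so 100% = DMSO; lower means less RPL19A-GFP as with rapamycin TOR inhibition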
MEP2-GFP yeast: alters MEP2-GFP fluorescence in TOR pathway yeast screen; S. cerevisiae MEP2-GFP strain, flow cytometry GFP, 3 h; 100% = DMSO control level; GFP response vs DMSO, % at 10 µM; 330,000 compounds, 0.51% hits;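 active = GFP response versus DMSO above a set limit, roughly screen mean plus 3 SD, cut at about 180% in these data; inconclusive = fewer than 70 cells counted for a yeast strain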;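 note: median GFP fluorescence of the barcode-gated MEP2-GFP cells per well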
procasp7 counter: counter-screen for procaspase-3 activators: activators of human procaspase-7; P55210; recombinant procaspase-7, Ac-DEVD-pNA absorbance 405 nm; D23A/D198A/D206A triple mutant, cannot self-cleave; scale: DMSO 0, 5 µM enzyme 100; activation, % at 8.5 µM; 330,000 compounds, 0.093% hits; AID 463210;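 active = percent activation above the screen-wide mean plus 3 SD, cut at about 25% in these data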
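Replicates: singlicate. Assay system: Procaspase-7 triple mutant (PC-7 D3A). Signal: 405 nm absorbance of p-nitroaniline. Times: 1 h preincubation, 2 h reaction. Buffer or medium: Zinc-free HEPES pH 7.4 with 300 mM NaCl, 0.01% Triton X-100. Also added: DEVD-pNA substrate. Benchmarks: DMSO wells as 0%, DMSO with 5 µM added PC-7 as 100%.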
AHR activator: human AHR activation. AHR-responsive luciferase reporter cells, luminescence. activation, % at 5 µM. 320,000 compounds, 2.5% hits. AID 2796; in the data active = activation above about 47%;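 note: 0% = vehicle wells and 100% = reference agonist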
Target sequence (P35869 whole entry, looked up): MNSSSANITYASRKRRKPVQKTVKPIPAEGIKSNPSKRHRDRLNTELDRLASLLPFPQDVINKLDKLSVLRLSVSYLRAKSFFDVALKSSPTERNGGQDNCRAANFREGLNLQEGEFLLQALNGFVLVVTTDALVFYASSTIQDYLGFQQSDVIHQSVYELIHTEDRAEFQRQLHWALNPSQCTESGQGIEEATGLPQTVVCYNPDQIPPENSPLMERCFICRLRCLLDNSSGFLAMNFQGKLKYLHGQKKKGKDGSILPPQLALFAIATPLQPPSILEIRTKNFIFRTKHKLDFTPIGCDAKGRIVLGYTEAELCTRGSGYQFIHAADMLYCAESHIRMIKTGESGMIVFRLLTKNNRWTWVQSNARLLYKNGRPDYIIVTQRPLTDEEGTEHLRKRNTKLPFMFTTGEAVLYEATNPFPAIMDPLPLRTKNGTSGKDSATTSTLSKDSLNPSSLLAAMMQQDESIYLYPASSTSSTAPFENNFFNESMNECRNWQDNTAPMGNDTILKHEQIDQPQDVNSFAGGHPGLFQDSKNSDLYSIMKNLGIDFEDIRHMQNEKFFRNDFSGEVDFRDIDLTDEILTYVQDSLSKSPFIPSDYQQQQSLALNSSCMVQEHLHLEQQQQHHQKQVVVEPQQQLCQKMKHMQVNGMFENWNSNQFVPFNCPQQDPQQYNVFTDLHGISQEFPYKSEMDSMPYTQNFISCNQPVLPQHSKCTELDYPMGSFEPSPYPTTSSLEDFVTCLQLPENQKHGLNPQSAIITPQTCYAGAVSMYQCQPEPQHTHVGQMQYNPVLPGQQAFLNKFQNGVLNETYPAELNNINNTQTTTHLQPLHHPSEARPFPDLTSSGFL
Yeast superoxide: caloric restriction mimetics inhibiting age-related superoxide in yeast; AID 2690; superoxide response (% of plate mean), % at 10 µM; S. cerevisiae aged cells, superoxide DHE fluorescence; stronger effect = lower value; 330,000 compounds, 0.18% hits;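 active = superoxide response under a set limit, about three screen SD below normal, cut at about 65% in these data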;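 note: yeast aged for seven days with compound at 30 °C before DHE staining; 100% = average MFI of all compound-treated wells on the plate with controls excluded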
proCasp3 act: procaspase-3 (human) activation. P42574. recombinant procaspase-3 D3A, Ac-DEVD-pNA absorbance 405 nm. activation, % at 8.5 µM. 330,000 compounds, 0.11% hits;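 active = activation above the mean of all tested compounds plus 3 SD, cut at about 21% in these data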;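 note: 0% = DMSO alone and 100% = DMSO wells spiked with extra 5 µM PC-3 D3A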
Target sequence (P42574 whole entry D9A/D28A/D175A): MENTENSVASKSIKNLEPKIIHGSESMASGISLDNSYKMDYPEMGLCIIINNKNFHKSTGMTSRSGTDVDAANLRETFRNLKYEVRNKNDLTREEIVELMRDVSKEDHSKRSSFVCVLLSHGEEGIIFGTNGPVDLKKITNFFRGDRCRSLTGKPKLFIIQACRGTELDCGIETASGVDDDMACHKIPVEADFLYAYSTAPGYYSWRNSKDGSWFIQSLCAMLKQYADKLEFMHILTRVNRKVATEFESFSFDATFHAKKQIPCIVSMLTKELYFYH
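Technique: 405 nm absorbance of p-nitroaniline, reads at 0 and 120 min; Test system: Procaspase-3 D3A mutant; Incubation: 1 h enzyme-compound preincubation, then 2 h substrate reaction, 25 °C; Repeats: singlicate, each compound tested once; Benchmarks: low control DMSO wells, high control DMSO plus 5 µM PC-3 D3A.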
LAP4-GFP MLPCN: yeast TOR pathway LAP4-GFP modulation. 320,000 compounds, 0.34% hits. GFP response vs DMSO, % at 10 µM. S. cerevisiae LAP4-GFP multiplex, flow cytometry GFP, 3 h; median GFP as percent of DMSO wells. AID 2023;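 active = GFP response vs DMSO above a set limit, about the screen mean plus 3 SD, cut at about 150% in these data; inconclusive = under 70 cell events counted for the yeast strain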
JMJD2C inh: human JMJD2C demethylase inhibition; Q9H3R0; GST-JMJD2C(1-420) H3K9me3 demethylation, DELFIA europium; inhibition, % at 2.35 µM; 330,000 compounds, 0.069% hits; AID 2099;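 active = more than half of a compound's replicate wells show inhibition beyond 50%, single wells judged on their own value; inconclusive = some, but no more than half, of replicates pass 50% inhibition; inactive = no replicate passes 50% inhibition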;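 note: signal counts dimethyl H3K9 product captured on neutravidin plate; 0% = median of DMSO wells and 100% = 0.3 times that DMSO median; strong numbers were not always called active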
An asterisk follows results filed as active; u = inconclusive; x = not tested or not shown.

cpd	smiles	RPL19A-GFP yeast	MEP2-GFP yeast	procasp7 counter	AHR activator	Yeast superoxide	proCasp3 act	LAP4-GFP MLPCN	JMJD2C inh
1	O=C(c1cncc(Br)c1)N1CCN(c2ccc(N3CCOCC3)nn2)CC1	100.0	96.6	-6.0	1.9	96.8	9.2	100.3	14.6
2	CC1CCC2(CC1)NC(=O)N(Cc1cc(=O)n3ccsc3n1)C2=O (centres undefined)	95.8	95.4	-2.9	2.8	93.3	2.7	101.5	17.8
3	O=C(CSc1cccc[n+]1[O-])c1cc(Cl)ccc1Cl	92.6	88.3	-8.1	4.4	104.9	-25.7	74.6	-41.8
4	O=C(CSc1nc2ccc(Cl)cc2[nH]1)c1c[nH]c2ccccc12	112.7	99.8	-0.3	76.8*	127.6	5.9	95.8	-0.2
5	CCOC(=O)CCc1c(C)nc2cc(-c3ccc(F)cc3)[nH]n2c1=O	93.1	101.2	5.5	6.3	83.2	-9.6	97.2	0.8
6	CCN1C(=O)[C@@H]2[C@@H](c3ccc(-c4cccc(Cl)c4)c(OC)c3)N3CCCC[C@@]3(C(=O)OC)[C@@H]2C1=O	101.2	96.1	13.6	-3.4	97.2	7.0	106.4	13.3
7	CC(=O)c1cc(C#N)c(N2CCCC2)nc1C	97.8	105.0	5.8	-0.8	114.0	-0.5	100.0	-26.6
8	COc1ccc(S(=O)(=O)N2CCN(C(=O)c3cc(-c4ccccc4OC)n[nH]3)CC2)cc1	104.1	104.7	10.1	-3.6	94.6	-0.5	101.7	-0.4
9	COc1cc(C(=S)N2CCCC2)cc(Cl)c1O	103.4	106.0	5.2	0.8	91.0	0.4	89.0	11.9
10	COc1ncc(-c2ccc3c(c2)S(=O)(=O)c2cccc(C(=O)NCc4ccco4)c2C3=O)cn1	100.2	95.0	-2.3	-1.9	103.2	-3.2	86.3	2.6
11	CC(Sc1nc(-c2ccccc2)nc2c1COC(C)(C)C2)C(=O)N1CCOCC1 (centres undefined)	100.8	99.5	3.1	-1.1	92.0	4.8	98.4	-2.1
12	Cc1ccc(-c2[nH]c(-c3ccc(C(=O)O)cc3)nc2-c2ccccc2)cc1	103.2	86.0	5.6	3.0	92.1	-4.2	86.3	-3.5
13	COc1ccc2oc(C(=O)OCC(=O)N(Cc3ccccc3)C(C)(C)C)c(C)c2c1	100.2	90.3	4.6	7.4	115.1	5.0	107.0	5.5
14	O=C(CSc1nnc(SCc2ccc(Cl)cc2)s1)N/N=C/c1ccc(Cl)cc1Cl	97.3	95.3	-0.8	0.2	94.4	-2.5	103.4	0.0
15	O=C(Nc1nnc(-c2ccccc2)s1)c1ccccc1F	99.3	100.3	0.3	6.1	105.9	-8.0	106.3	8.8
16	COc1ccc(OC)c(NC(=O)CSc2nc3n[nH]c(C)c3c(=N)n2-c2cccc(Cl)c2C)c1	100.0	101.4	-6.0	11.8	112.3	-2.2	92.2	7.8
17	O=C(CCS(=O)(=O)c1ccccc1Cl)NCc1ccc(F)cc1	101.1	101.2	4.4	-0.9	96.7	-4.7	94.6	-2.8
18	COc1ccc(NC(=O)c2cccnc2N2CCCC2)cc1	105.3	105.1	8.4	4.5	74.1	5.0	101.2	0.0
19	COc1ccc(CCN2CC34C=CC(O3)C(C(=O)NCc3ccccc3Cl)C4C2=O)cc1OC (centres undefined)	98.0	94.3	5.4	1.6	95.3	3.2	94.0	-8.8
20	COC(=O)c1cc(S(=O)(=O)Nc2c(C)cccc2C)cn1C	102.9	100.4	-4.2	-0.2	99.5	7.5	106.4	-22.7
21	CCc1ccc(NC(=O)CN2C(=O)COc3ccc(S(=O)(=O)N4CCCC4)cc32)cc1	100.5	103.2	0.0	7.3	130.0	7.8	104.1	-4.8
22	COc1cccc(C(=O)NCc2ccc3c(c2)OCO3)c1OC	102.4	109.9	x	x	85.4	x	98.9	12.5
23	O=C1CC(=O)CC(c2ccco2)C1	96.1	95.0	0.6	1.9	92.5	-3.3	97.2	1.1
24	Cc1c(C(=O)Nc2ccc(N3CCOCC3)cc2)cccc1[N+](=O)[O-]	99.0	98.3	8.0	-2.0	105.5	-0.4	104.9	-10.0
25	COc1ccc(S(=O)(=O)N2CCOC23CCN(S(=O)(=O)c2c(C)cc(C)cc2C)CC3)cc1	116.2	112.7	0.9	-0.7	99.8	-2.9	113.9	12.4

Three compounds already listed, sorted by the value under proCasp3 act, high to low:
No.	Structure	proCasp3 act
21	CCc1ccc(NC(=O)CN2C(=O)COc3ccc(S(=O)(=O)N4CCCC4)cc32)cc1	7.8
4	O=C(CSc1nc2ccc(Cl)cc2[nH]1)c1c[nH]c2ccccc12	5.9
24	Cc1c(C(=O)Nc2ccc(N3CCOCC3)cc2)cccc1[N+](=O)[O-]	-0.4

(further entries)
cpd	smiles	RPL19A-GFP yeast	MEP2-GFP yeast	procasp7 counter	AHR activator	Yeast superoxide	proCasp3 act	LAP4-GFP MLPCN	JMJD2C inh
26	CC(=O)C1=NN(c2ccccc2)C(c2ccc3c(c2)OCO3)N1c1ccc(N2CCOCC2)cc1 (centres undefined)	104.7	107.9	-5.6	5.2	91.7	10.2	101.8	-4.7
27	Cc1ccc2nc(SC(C)C(=O)N3CC(C)OC(C)C3)[nH]c2c1 (centres undefined)	101.1	99.9	2.0	38.2	130.3	-0.8	104.0	u
28	CC(C)CC(COCc1ccc(F)cc1)N1CCN(C(=O)c2cccc(C(F)(F)F)c2)CCC1=O (centres undefined)	102.0	93.7	-0.6	4.3	92.6	9.8	122.7	-1.5
29	CN(Cc1cn(C)nc1-c1ccccc1F)CC1CCN(Cc2ccccc2)CC1	96.4	95.7	7.0	1.3	116.6	1.5	98.2	4.9
30	CC[C@@H](C)CN1C(=O)N[C@@H](c2ccccc2)C(C(C)=O)=C1C	98.6	88.0	-3.0	-2.5	111.0	2.6	130.3	-11.2
31	CN(C)S(=O)(=O)c1ccc(Cl)c(NC(=O)COC(=O)/C=C/c2cnc3ccccc3n2)c1	96.7	101.5	3.5	0.0	97.1	-7.7	97.7	6.4
32	CCOC(=O)c1[nH]c2ccc(C)cc2c1N=C(C)N(C)C	93.9	94.0	-6.4	14.7	106.3	1.0	92.0	-5.0
33	COc1ccccc1N1C(=NC(=O)C2CCCCC2)SC2CS(=O)(=O)CC21 (centres undefined)	99.0	106.8	-0.3	3.4	87.5	-0.4	98.8	19.3
34	CCCCC(=O)N/N=C/c1ccc(Sc2cccc3cccnc23)o1	91.6	91.8	-1.3	21.9	99.4	-2.5	90.7	0.0
35	Cc1cc(SCC(=O)NCC(c2cccs2)N2CCOCC2)c(C)cc1Br (centres undefined)	89.1	97.2	5.5	5.2	101.8	1.9	96.0	-3.6
36	O=C(NCCCn1ccnc1)C(=O)NCc1ccccc1	98.1	97.4	-1.1	4.8	104.0	-6.4	87.0	-11.0
37	CCN1CCc2c(OCC(=O)Nc3ccc4c(c3)OCCO4)cccc2C1=O	97.0	107.1	1.0	10.0	107.1	-5.3	99.7	-9.6
38	CCOC(=O)C1(Cc2ccccc2C(F)(F)F)CCN(CC2CC2)CC1	104.1	110.2	6.5	0.8	78.6	8.1	113.4	6.0
39	COc1ccc(NC(=O)CSc2nnc(C)n2Cc2ccccc2)cc1	96.8	102.9	5.0	-1.2	95.7	5.0	104.0	-0.9
40	O=C(OC(C(=O)NC1CCCC1)c1ccccn1)c1cccs1 (centres undefined)	96.0	97.3	-0.7	-0.5	88.8	-3.6	98.3	15.7
41	CCC(C)(C)NC(=O)C(c1cccc(OC)c1OC)N(C(=O)CCC(=O)Nc1cc(C)on1)c1ccc2c(c1)OCCO2 (centres undefined)	102.8	105.6	1.0	-3.4	90.2	2.5	101.2	-5.5
42	Nc1ccccc1SC1CC(=O)N(Cc2ccccc2)C1=O (centres undefined)	98.1	96.9	-13.1	2.0	94.8	-11.8	120.0	-5.6
43	COc1cc(-c2nn3c(COc4ccccc4)nnc3s2)cc(OC)c1OC	96.0	102.0	-13.4	33.7	105.6	-9.2	81.8	2.0
44	CCOC(=O)c1cc2cc(F)ccc2nc1C	107.3	117.5	6.1	0.1	104.4	-1.3	105.6	6.6
45	CCOC(=O)N1CCC2(CC1)CC(=O)c1c(ccc3oc(C(=O)O)c(C)c13)O2	113.3	115.8	11.1	0.6	110.3	3.4	120.4	-3.9
46	COc1ccccc1OCC(=O)N(Cc1nc(-c2ccccc2)no1)C1CCCCC1	96.2	100.7	1.1	2.7	102.0	3.4	95.5	6.2
47	Cn1c2ccsc2c2ncn(Cc3ccc(F)cc3)c(=O)c21	95.1	99.7	2.5	4.3	123.1	1.8	88.7	x
48	COC(=O)c1ccc(CSc2nnc(NC(=O)C3CC(=O)N(Cc4ccc(C)cc4)C3)s2)cc1 (centres undefined)	104.3	103.4	-5.2	-1.4	98.1	0.1	85.7	-8.9
49	O=c1oc2ccccc2c2c1C(O)CO2 (centres undefined)	96.0	90.4	-5.1	2.4	78.6	0.8	106.2	36.0
50	O=C(CSc1nnc(COc2ccc3c(c2)CCCC3)o1)Nc1ccc(F)cc1	98.4	99.2	8.1	0.8	94.3	7.6	99.7	-5.2
51	O=C(CCC1CCCN(C(=O)c2ccc3cc[nH]c3c2)C1)NCc1ccc(F)c(F)c1 (centres undefined)	99.9	92.8	9.9	4.8	81.2	6.0	99.9	0.0
52	CC(=O)Oc1c(Sc2ccccc2[N+](=O)[O-])c(C)nn1C(C)(C)C	95.2	89.1	-18.1	-1.0	101.0	-7.9	97.0	8.0
53	CN(C)S(=O)(=O)c1cccc(NC(=S)Nc2ccc(Cl)cc2Cl)c1	97.0	104.6	-2.0	-1.6	105.0	-6.9	99.1	1.0
54	CCN(CC)CCCNC(=O)c1cn(C)c(=O)c2c1c1ccccc1n2C	111.4	106.6	2.7	1.8	109.3	4.1	89.1	-11.7
55	CCOC(=O)CSc1nc(-c2cccs2)nc2c1c(=O)n(C)c(=O)n2C	101.8	100.4	12.9	-2.4	103.8	-6.7	115.3	-4.2
56	Cc1ccc2nc3c(nc2c1)-c1ccccc1C3=O	102.7	102.5	0.0	36.9	101.0	0.4	97.2	-16.9
57	COc1ccc(-n2ccc(-c3nn(-c4cccc(C(F)(F)F)c4)ccc3=O)n2)cc1	93.5	103.2	3.3	5.2	105.9	-2.1	97.0	-3.4
58	COc1ccc2[nH]c(=O)c3c(c2c1)OC(C)(C)C=C3	95.3	93.1	0.9	17.6	100.1	3.2	90.3	0.0
59	CC(C)(C)C1CCC(C(=O)NCC(c2cccs2)N2CCOCC2)CC1 (centres undefined)	95.8	99.0	1.1	4.2	86.5	0.6	101.7	-1.9
60	Cc1cccc(-c2n[nH]c(=S)n2C)c1	100.1	101.5	-13.7	2.9	111.2	-0.9	97.9	-10.1
61	CCCC(C)NC(=O)COC(=O)c1ccc2c(c1)C(=O)N(Cc1ccco1)C2=O (centres undefined)	105.7	111.1	-0.4	-0.8	95.0	-1.1	101.5	-2.5
62	COc1ccc(OCCSc2nc(N)cc(N)n2)cc1	99.8	97.8	-2.4	14.2	90.8	9.2	97.8	4.4
63	C=CCC1Cc2c(Br)cccc2C(CC=C)N1 (centres undefined)	105.8	103.2	-0.1	1.2	121.7	1.9	99.0	3.3
